aGal spleen mod – alpha-galactosidase A (human) modulation. Potency, µM (doses to about 80 µM), for the others: at the highest dose activity change, negative = inhibition, usual class: inhibitors. 240,000 tested, 0.008% active. human spleen homogenate, 4MU-alpha-Gal fluorescence, 40 min;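 further: 0% = enzyme with vehicle and -100% = no enzyme basal signal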
Target sequence (P06280 32-429 limits assumed): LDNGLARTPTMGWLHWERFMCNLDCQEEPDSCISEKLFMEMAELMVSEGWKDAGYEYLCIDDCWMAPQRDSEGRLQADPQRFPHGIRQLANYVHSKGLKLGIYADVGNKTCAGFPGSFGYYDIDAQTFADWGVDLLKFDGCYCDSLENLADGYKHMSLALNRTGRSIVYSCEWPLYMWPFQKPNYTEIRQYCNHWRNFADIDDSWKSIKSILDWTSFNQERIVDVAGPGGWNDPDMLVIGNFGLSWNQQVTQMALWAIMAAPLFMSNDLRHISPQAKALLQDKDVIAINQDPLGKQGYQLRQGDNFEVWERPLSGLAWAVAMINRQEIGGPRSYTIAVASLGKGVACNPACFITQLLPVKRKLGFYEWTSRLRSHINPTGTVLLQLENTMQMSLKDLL
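Fluorogenic readout (Ex 365/Em 440 nm) of 4-methylumbelliferone released from 1 mM 4-MU-alpha-galactoside by spleen homogenate, 40 min at 37C, pH 5.0. Data normalized to no-enzyme and enzyme controls; Hill-equation AC50 from compound titrations.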
ALDH1A1 inh – blocks purified human ALDH1A1 activity | Potency, µM (highest dose often 75.3 µM), inactives show at the top dose activity, negative = inhibition, most hits filed as inhibitors | 220,000 tested, 7.3% active | P00352 | Purified ALDH1A1, NADH fluorescence, propionaldehyde substrate | AID 1030; active means well fitted inhibition curve with a large enough effect, not every such curve was filed as active; inconclusive means small, poorly fitted or top-dose-only effect, or another doubt; inactive means no such curve, though single readings can be large or run the other way;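 further: plate controls were no enzyme wells and a reference inhibitor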
NPSR antag – antagonists of human neuropeptide S receptor cAMP signaling; 220,000 tested, 1% active; AID 1461; Potency, µM (doses to about 38.3 µM), inactives show at the highest dose activity change, negative = inhibition, actives largely listed as inhibitors; CHO-NPSR cells, cAMP TR-FRET, antagonist mode; further: on the % scale 0 is the no-effect control and ±100 the full control effect; nearly all actives have a fitted effect of over 50% in size; many of its hits are not listed in these tables
Target sequence (Q6W5P4 whole entry, looked up): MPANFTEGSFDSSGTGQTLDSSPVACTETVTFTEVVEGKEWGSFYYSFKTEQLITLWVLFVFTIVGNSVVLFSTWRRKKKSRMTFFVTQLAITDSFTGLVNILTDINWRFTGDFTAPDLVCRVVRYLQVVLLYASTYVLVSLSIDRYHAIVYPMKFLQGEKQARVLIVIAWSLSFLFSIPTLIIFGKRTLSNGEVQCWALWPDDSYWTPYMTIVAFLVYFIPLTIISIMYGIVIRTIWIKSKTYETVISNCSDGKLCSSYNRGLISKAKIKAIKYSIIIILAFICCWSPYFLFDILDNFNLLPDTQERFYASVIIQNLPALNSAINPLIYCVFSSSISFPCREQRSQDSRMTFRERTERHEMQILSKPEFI
GAA inhib – alpha-glucosidase (human) inhibition | P10253 | purified human GAA, 4-MU-alpha-glucoside fluorescence | Potency, µM (doses to about 76.9 µM), for inactives: at the top dose activity change, negative = inhibition, hits mostly inhibitors | 200,000 tested, 0.005% active;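 further: plate controls were uninhibited enzyme wells for no effect and no-enzyme background for full effect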
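qHTS format, compound range up to 77 uM. Human lysosomal enzyme at 4 nM, 400 uM 4-MU glucoside substrate, pH 5.0, 20 min room temperature; fluorescence after alkaline stop gives activity normalized to controls.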
GAA spleen mod – lysosomal alpha-glucosidase (human) modulation; P10253; 240,000 tested, 0.006% active; Potency, µM (titrated, usually from 79.9 µM), inactives show at the highest dose activity change, negative = inhibition, usual class: inhibitors; human spleen homogenate, 4-MU-alpha-glucoside fluorescence; AID 2112;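 further: 0% = enzyme with vehicle and -100% = no enzyme basal signal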
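Compounds were titrated against alpha-glucosidase in spleen homogenate at pH 5.0, with 1 mM 4-methylumbelliferyl substrate for 40 min at 37 C. Reactions were quenched with pH 10 NaOH/glycine and fluorescence measured.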
GAA glycogen – GAA glycogen-cleavage inhibition or activation; Potency, µM (titrated, usually from 76.4 µM), without a hit: at the top dose activity change, negative = inhibition, usual class: inhibitors; recombinant GAA, glycogen substrate, Amplex Red glucose oxidase fluorescence; 300,000 tested, 0.38% active;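 further: 0% = full enzyme reaction and -100% = no-enzyme basal signal; the screen sought inhibitors and activators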
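Natural-substrate format: glycogen cleavage by 4 nM human enzyme, glucose read by Amplex Red coupling (Ex 573, Em 610 nm). Normalized to enzyme and no-enzyme controls.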
Tau fluor cs – counter-screen for tau fibril formation inhibitors; 280,000 tested, 0.93% active; AID 1463; Potency, µM (top dose mostly 57.7 µM), for inactives: at the top dose activity change, negative = decrease; tau K18 P301L Alexa594 fluorescence, heparin fibrillization; further: on the % scale 0 is the no-effect control and ±100 the full control effect; nearly all actives have a fitted effect of over 55% in size
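Human tau K18 P301L (15 uM unlabeled, 0.24 uM Alexa 594-labeled) in 100 mM sodium acetate pH 7 with 20 uM heparin, 6 hr at 37 C. ThT 30 uM added, 1 hr ambient; Alexa 594 FP and total fluorescence read at 555/632 nm.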
Epigenetic reg – regulators of epigenetic silencing causing reporter derepression in mouse cells. Potency, µM (titrated, usually from 53.9 µM), for the others: top-dose GFP activation, actives largely listed as activators. murine LDR cells, GFP reporter derepression, 30 h. 280,000 tested, 0.2% active. AID 1865; further: % of control where 0% means no effect; nearly all actives have a fitted effect of over 60% in size
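Murine LDR cells carrying a silenced, genomically integrated CMV-driven GFP reporter were exposed to compound for 30 hours at 37 C. After PBS washes, GFP-positive cells (20–120 um objects) were counted by laser-scanning microplate cytometry.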
* marks the source's active call; other numbers are inactive results; ? = inconclusive; nt = no result given; & = joins results of further samples; [ ] = dose if it differs, or a comment. Unless noted, the call rests on the fitted dose curve; in most records, active means well fitted curve in the direction sought with a large enough effect; inconclusive means small, poorly fitted or top-dose-only effect, or another doubt; inactive means no such curve, though single readings can be large; an effect the other way counts as inactive or inconclusive. Potency means the concentration at half of the fitted maximal effect.

structure | GAA inhib | GAA glycogen | Epigenetic reg | aGal spleen mod | GAA spleen mod | Tau fluor cs | ALDH1A1 inh | NPSR antag
O=C(CSc1nccc(=O)[nH]1)Nc1cccc(S(=O)(=O)N2CCOCC2)c1 | -8.8% | -12.2% | -0.4% | -8.3% | -22.1% | -12.0% | 2.8% | 12.3%
COc1ccccc1C(=O)Nc1nnc(-c2ccco2)s1 | -2.8% | -8.7% | -0.4% | -1.5% | -3.1% | -16.3% | ? | 14.3%[46.1 µM]
C/C(=N\Nc1ccc(Cl)c(C(=O)O)c1)c1cc2ccccc2o1 | ? | -0.2% | -3.2% | -4.4% | -14.3% | -16.3% | 0.8% | -9.2%
O=C(CCC(=O)N1CCN(c2ccccn2)CC1)Nc1nnc(C(F)(F)F)s1 | nt | 2.3% | 0.0% | -1.6% | -8.7% | 4.6% | nt | -15.3%
O=C(N/N=C/c1c(Cl)cccc1Cl)c1ccccc1F | -2.5% | -2.5% | 6.0% | 8.3% | -9.9% | -2.6% | 1.5% | 7.8%
Oc1ccc(NCc2ccccc2OCc2ccccc2F)cc1 | -0.1% | ? | ? | -2.5% | -3.7% | 7.94µM*[quencher] | 17.8µM* | ?
CC1(c2ccc3ccccc3c2)NC(=O)N(CC(=O)NCc2cccs2)C1=O (stereo unspecified) | 5.8% | 0.5% | 0.0% | 6.4% | 5.0% | -20.5% | 7.5% | 11.0%
COc1cccc(C(=O)Nc2ccc(Cl)c(C(F)(F)F)c2)c1 | ? | -1.0% | -0.9% | -3.7% | -16.4% | ? | 13.1% | 25.1%[46.1 µM]
OCCCCc1nccc2c1[nH]c1ccccc12 | nt | -6.1% | -0.9% | 20.6% | 1.4% | 9.8% | nt | 2.3%
Cc1ccc(C2(O)C(=O)c3ccccc3C2=O)c(O)c1C | 2.4% | 6.0% | 1.3% | -8.6% | 0.3% | 5.5% | -2.7% | ?
Cc1ccc(-n2nc3ccc(N)cc3n2)cc1 | ? | -0.4% | 0.0% | 20.9% | 6.7% | ? | ? | 2.4%[46.1 µM]
Cc1cc(C)nc(-n2nc(C)cc2NC(=O)CNC(C)c2ccccc2)n1 (stereo unspecified) | 4.8% | 3.7% | -2.0% | 4.2% | -0.1% | -2.6% | ? | -4.2%[46.1 µM]
O=C1NS(=O)(=O)c2ccccc21 | nt | nt | 2.4% | 6.2% | -4.8% | -5.6% | -1.1% | nt
CCOC(CNC(=O)c1ccc2c(c1)ncn2-c1cccc(F)c1)OCC | 0.9% | -1.4% | -0.1% | -3.2% | -9.0% | 0.5% | 1.6% | 6.1%
O=C(CCC(=O)c1cccs1)Nc1ccccc1F | -5.2% | 3.3% | -0.9% | 2.1% | -5.2% | 0.9% | 1.6% | 8.9%[46.1 µM]

6 compounds from above, sorted by the value under ALDH1A1 inh, low to high.
SMILES | Epigenetic reg | GAA spleen mod | ALDH1A1 inh | NPSR antag
Cc1ccc(C2(O)C(=O)c3ccccc3C2=O)c(O)c1C | 1.3% | 0.3% | -2.7% | ?
O=C1NS(=O)(=O)c2ccccc21 | 2.4% | -4.8% | -1.1% | nt
C/C(=N\Nc1ccc(Cl)c(C(=O)O)c1)c1cc2ccccc2o1 | -3.2% | -14.3% | 0.8% | -9.2%
O=C(CCC(=O)c1cccs1)Nc1ccccc1F | -0.9% | -5.2% | 1.6% | 8.9%[46.1 µM]
CC1(c2ccc3ccccc3c2)NC(=O)N(CC(=O)NCc2cccs2)C1=O (stereo unspecified) | 0.0% | 5.0% | 7.5% | 11.0%
COc1cccc(C(=O)Nc2ccc(Cl)c(C(F)(F)F)c2)c1 | -0.9% | -16.4% | 13.1% | 25.1%[46.1 µM]

Following part.
structure | GAA inhib | GAA glycogen | Epigenetic reg | aGal spleen mod | GAA spleen mod | Tau fluor cs | ALDH1A1 inh | NPSR antag
Cc1ccc(NS(=O)(=O)c2cccs2)cc1S(=O)(=O)N1CCCCCC1 | -1.9% | -5.1% | -0.2% | 8.9% | -2.7% | -16.5% | -8.5% | -14.6%
COc1ccc(NS(=O)(=O)CC23CCC(CC2=O)C3(C)C)cc1 (stereo unspecified) | -5.6% | 15.5% | 1.2% | -6.2% | 7.2% | -6.0% | 7.94µM* | -8.3%[46.1 µM]
CNC(=O)c1cc2c(=O)n3cccc(C)c3nc2n(C(C)C)c1=N | ? | -14.2% | 0.0% | ? | 9.1% | 4.9% | ? | 4.1%[46.1 µM]
CCCCCC(=O)NC(=S)Nc1ccc(Cl)cn1 | 0.1% | -3.5% | -0.9% | 1.2% | 0.6% | -6.0% | 7.9% | 1.9%
O/N=C/c1ccccc1OCc1ccccc1Cl | -2.4% | -6.3% | -1.1% | 1.6% | -5.0% | -23.0% | -4.1% | 0.7%[46.1 µM]
CCOc1ccc(NC(=O)CSc2nnc(CCNC(=O)c3ccc(OC)cc3)n2C)cc1 | -1.5% | -2.6% | 0.1% | 4.3% | 1.6% | -14.2% | 5.8% | 3.5%[46.1 µM]
COC(=O)C1(c2ccccc2)NC(c2cccs2)C2C(=O)N(C)C(=O)C21 (stereo unspecified) | -0.8% | -7.9% | 0.0% | 6.2% | 5.0% | 3.1% | 7.3% | -4.6%[46.1 µM]
CC(=O)c1cccc(Nc2nc(-c3cccc([N+](=O)[O-])c3)cs2)c1 | 0.9% | -1.9% | -9.9% | -3.4% | -5.8% | 7.08µM*[quencher] | ? | -16.8%[46.1 µM]
COc1cc2c(cc1NC(=O)CCCN1C(=O)CCC1=O)oc1ccccc12 | -1.5% | -3.7% | -0.8% | 3.6% | 6.3% | -12.3% | 1.1% | -4.0%[46.1 µM]
CC(NC(=O)CN1CCCC1)C12CC3CC(CC(C3)C1)C2 (stereo unspecified) | ? | 9.3% | -0.8% | -1.3% | -7.4% | 0.7% | 6.6% | 1.4%[46.1 µM]
COC(=O)c1cc(-c2ccc(Cl)cc2Cl)n[nH]1 | 1.5% | -5.9% | -0.4% | 13.5% | 10.3% | -8.2% | 5.6% | -2.2%
CCCOc1ccc(CC(CC(=O)O)(C(=O)O)C(=O)O)cc1 | -3.8% | 7.1% | 1.0% | -3.1% | -4.0% | -0.2% | ? | -14.7%[46.1 µM]
COc1cc(OC)cc(C(=O)NCC(=O)OCC(=O)c2cc(C)n(Cc3ccco3)c2C)c1 | -4.3% | 9.7% | 2.6% | -2.8% | 1.1% | -7.4% | -7.4% | -2.1%
O=C(NCc1cccs1)C1CCCN1C(=O)Nc1cccc(Cl)c1 (stereo unspecified) | -6.9% | -7.9% | -0.7% | -0.1% | nt | 4.5% | 0.4% | 41.4%
N=C1SC(c2ccccc2)C(=O)N1c1ncc(Cc2ccccc2)s1 (stereo unspecified) | 1.9% | -6.4% | 0.0% | -4.7% | 0.0% | -7.3% | -2.8% | -18.4%

Entries listed so far that contain an aryl thioether with sulfur outside any ring:
structure | GAA inhib | GAA glycogen | Epigenetic reg | aGal spleen mod | GAA spleen mod | Tau fluor cs | ALDH1A1 inh | NPSR antag
O=C(CSc1nccc(=O)[nH]1)Nc1cccc(S(=O)(=O)N2CCOCC2)c1 | -8.8% | -12.2% | -0.4% | -8.3% | -22.1% | -12.0% | 2.8% | 12.3%
CCOc1ccc(NC(=O)CSc2nnc(CCNC(=O)c3ccc(OC)cc3)n2C)cc1 | -1.5% | -2.6% | 0.1% | 4.3% | 1.6% | -14.2% | 5.8% | 3.5%[46.1 µM]

Going on with the list.
structure | GAA inhib | GAA glycogen | Epigenetic reg | aGal spleen mod | GAA spleen mod | Tau fluor cs | ALDH1A1 inh | NPSR antag
O=C(NN1C(=O)c2ccccc2NC1c1cccnc1)c1ccc([N+](=O)[O-])cc1 (stereo unspecified) | -1.8% | 6.4% | 1.1% | 2.6% | 4.5% | -3.0% | 0.4% | 24.0%
CCn1nc(C(=O)Nc2ccc(S(=O)(=O)Nc3nccs3)cc2)c2ccccc2c1=O | -2.5% | -17.5% | 4.0% | -16.1% | -2.6% | -25.9% | 28.2µM* | -12.6%[46.1 µM]
CCOC(=O)N1CCC(N(C(=O)Nc2ccccc2)C(C)CC)CC1 (stereo unspecified) | -6.3% | 9.1% | 0.6% | 0.1% | -2.4% | 3.3% | 3.4% | -2.1%[46.1 µM]
CCOc1ccc(CCNC(=O)C2CC(=O)N(C3CCCC3)C2)cc1OCC (stereo unspecified) | -5.1% | 2.3% | 0.8% | 2.5% | -3.6% | 7.2% | -9.4% | -12.0%[46.1 µM]
Cc1nc(SCC(=O)Nc2cccc(Cl)c2)n[nH]1 | 6.0% | 3.2% | 0.0% | -20.1% | -1.3% | -0.8% | 1.9% | 9.3%[46.1 µM]
Cn1c(N2CCN(S(=O)(=O)c3ccc(F)cc3)CC2)nc2ccccc21 | 0.6% | 16.2% | 2.4% | 2.1% | 7.6% | -2.1% | 12.4% | -3.5%
COc1ccc2c(c1)CCN(C(=O)CCl)C2C1C(=O)CCCC1=O (stereo unspecified) | -24.9% | 12.6% | 4.4% | -8.7% | -1.5% | 8.9% | 22.4µM* | 5.2%
Cc1noc(C)c1-c1nc(CS(=O)(=O)c2ccc(Cl)cc2)no1 | -2.4% | 1.5% | 1.1% | -5.2% | -12.6% | -7.9% | -13.8% | -9.8%
CC(C)C(C)NC(=O)COc1ncnc2ccccc12 (stereo unspecified) | 1.6% | -16.8% | -0.7% | 10.5% | -2.4% | -4.1% | 9.9% | -2.1%[46.1 µM]
COC(=O)C1=C(C)OC(N)=C(C#N)C1c1ccsc1 (stereo unspecified) | -0.3% | -15.8% | -0.8% | -6.1% | -2.4% | -1.0% | -3.9% | 14.3%[46.1 µM]
Cc1cccc(-n2c(SCC(=O)NCc3ccc4c(c3)OCO4)nc3ccccc3c2=O)c1 | -7.3% | 7.2% | -4.8% | -0.3% | 1.0% | -12.3% | ? | -11.7%
CCOC(=O)N1CCC(NC(=O)c2cc3cc4cc(OC)ccc4nc3o2)CC1 | 10.1% | 1.3% | -0.1% | 25.2% | 6.1% | -3.9% | ? | -5.6%[46.1 µM]
Cc1nn(Cc2ccc(Cl)cc2)c(C)c1NC(=O)c1noc2c1CCc1ccccc1-2 | -4.7% | -7.1%[76.3 µM] | -0.9%&-0.2% | -7.2% | -3.6% | -5.5%&-22.2% | -10.4% | -11.1%[46.1 µM]
O=c1cc(-c2ccccc2)nc(N2CCN(Cc3ccccc3)CC2)[nH]1 | -7.8% | -2.2% | 12.7% | -5.4% | -4.4% | -8.0% | ? | -12.5%[46.1 µM]
CC(/C=C/c1ccccc1)=N/O | 0.5% | 7.4% | 0.0% | -0.8% | 1.7% | -17.5% | -13.1% | 23.1%[46.1 µM]
Cc1cccc(C)c1OC1(c2ccccc2)OC(=O)c2ccccc21 (stereo unspecified) | -5.0% | -5.2% | -0.3% | -1.6% | -2.0% | -24.8% | 3.1% | ?

Only part of the results is shown; the hit share may differ from the screen's.
